Efflux pump inh = antifungal efflux pump inhibition, Nile Red retention. S. cerevisiae Candida pump triplex. inhibition, % at 10 µM. 0.44% of 330,000 active;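 active = plate passing quality check with inhibition over a set limit, or well fluorescence over plate mean plus 4 SD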;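 also: Nile Red retained in pooled yeast measured as flow cytometry median fluorescence; 0% = buffer negative control and 100% = Enniatin B positive control; higher means more Nile Red kept so more efflux inhibition; some compounds called inactive have numbers as strong as hits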
procasp3 activ = activates human procaspase-3; recombinant procaspase-3 D3A, Ac-DEVD-pNA absorbance 405 nm; activation, % at 8.5 µM; 0.11% of 330,000 active;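 active = activation above the mean of all tested compounds plus 3 SD, cut at about 21% in these data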;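 also: 0% = DMSO alone and 100% = DMSO wells spiked with extra 5 µM PC-3 D3A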
Target sequence (P42574 whole entry D9A/D28A/D175A): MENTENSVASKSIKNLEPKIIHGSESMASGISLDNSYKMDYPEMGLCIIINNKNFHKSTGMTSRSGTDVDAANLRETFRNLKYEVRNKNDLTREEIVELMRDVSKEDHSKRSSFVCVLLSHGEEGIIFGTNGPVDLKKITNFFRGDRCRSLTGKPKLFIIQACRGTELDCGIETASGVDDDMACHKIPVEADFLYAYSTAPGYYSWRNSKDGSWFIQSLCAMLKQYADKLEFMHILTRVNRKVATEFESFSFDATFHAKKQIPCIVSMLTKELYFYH
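Assay system – Procaspase-3 D3A mutant · Benchmarks – DMSO low control, extra-enzyme high control · Technique – 405 nm absorbance of p-nitroaniline, reads at 0 and 120 min · Doses – 8.5 µM nominal · Measure – % activation between DMSO and enzyme-spiked controls · Also added – Ac-DEVD-pNA chromogenic peptide substrate · Schedule – 1 h compound preincubation, 2 h substrate hydrolysis at 25 °C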
PP1 counter = blocks human PP1-alpha phosphatase, a PP5 counter-screen; P62136; purified PP1alpha, OMFP fluorescence; inhibition, % at 6.7 µM; 0.9% of 320,000 active; AID 2235;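 active = inhibition above the mean inhibition of all tested compounds plus 3 SD, computed separately for each screening campaign, cut at about 15% in these data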
GASC-1 inh = inhibitors of human GASC-1 (JMJD2C) demethylase. Q9H3R0. GST-JMJD2C(1-420) H3K9me3 demethylation, DELFIA europium. inhibition, % at 2.35 µM. 0.069% of 330,000 active;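 active = more than half of a compound's replicate wells show inhibition beyond 50%, single wells judged on their own value; inconclusive = some, but no more than half, of replicates pass 50% inhibition; inactive = no replicate passes 50% inhibition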;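 also: signal counts dimethyl H3K9 product captured on neutravidin plate; 0% = median of DMSO wells and 100% = 0.3 times that DMSO median; strong numbers were not always called active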
Target sequence (Q9H3R0 1-420 limits assumed): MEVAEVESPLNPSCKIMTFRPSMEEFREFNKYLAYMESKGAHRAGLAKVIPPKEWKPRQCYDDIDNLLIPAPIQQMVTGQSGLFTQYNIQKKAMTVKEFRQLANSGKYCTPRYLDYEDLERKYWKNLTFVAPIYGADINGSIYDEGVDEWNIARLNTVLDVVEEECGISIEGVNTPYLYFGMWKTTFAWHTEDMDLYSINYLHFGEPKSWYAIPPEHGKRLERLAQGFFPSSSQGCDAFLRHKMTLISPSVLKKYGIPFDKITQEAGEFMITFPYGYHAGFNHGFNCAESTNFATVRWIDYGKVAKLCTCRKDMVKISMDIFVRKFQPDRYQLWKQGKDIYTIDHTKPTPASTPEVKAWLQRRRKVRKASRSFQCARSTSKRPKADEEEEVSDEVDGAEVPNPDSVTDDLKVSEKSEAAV
CTSL1 counter = cathepsin L1 inhibition, PFM18AAP counter-screen; recombinant F. hepatica cathepsin L1, Z-Leu-Arg-MCA fluorescence; inhibition, % at 5.96 µM; 0.49% of 300,000 active; AID 1906;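 active = inhibition above the mean of all tested compounds plus 3 SD, set per screening campaign, cut at about 17% in these data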;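 also: 0% = plate median of test compound wells and 100% = 1 µM Z-Phe-Ala-diazomethylketone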
TPT1 inh = C. albicans TPT1 enzyme inhibition. AID 1962. inhibition, % at 5 µM. 0.81% of 300,000 active. recombinant caTPT1, FP RNA substrate dephosphorylation;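 active = inhibition above the mean of all tested compounds plus 3 SD, set per screening campaign, cut at about 24% in these data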;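 also: plate controls were DMSO alone for no effect and ferristatin control at 100 nM for full effect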
PP5 primary = inhibitors of human protein phosphatase 5 (PP5). purified PP5c, OMFP substrate fluorescence. inhibition, % at 6.7 µM. P53041. 0.18% of 320,000 active;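 active = inhibition above the campaign's mean inhibition across all tested compounds plus 3 SD, cut at about 9.5% in these data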;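 also: 0% = DMSO only and 100% = 100 µM cantharidin control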
HCV core dimer = blocks dimerization of HCV core protein. inhibition, % at 5 µM. TR-FRET GST/Flag-core106 dimerization, 1536-well. 0.33% of 300,000 active;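 active = inhibition above the mean of all tested compounds plus 3 SD, set per screening campaign, cut at about 45% in these data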
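test system = GST/Flag-tagged HCV core106 proteins | probe or stimulus = Eu donor and XL665 acceptor anti-tag antibodies | times = compound-protein-antibody incubation 4 h at 22.5 °C | signal = TR-FRET, excitation 340 nm, emission 617 and 671 nm | measure = percent inhibition of core106 dimerization signal | controls = wells lacking GST-core106 and wells with excess unlabelled core106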
procasp7 counter = counter-screen for procaspase-3 activators: activators of human procaspase-7; activation, % at 8.5 µM; 0.093% of 330,000 active; P55210; recombinant procaspase-7, Ac-DEVD-pNA absorbance 405 nm; D23A/D198A/D206A triple mutant, cannot self-cleave; scale: DMSO 0, 5 µM enzyme 100; AID 463210;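 active = percent activation above the screen-wide mean plus 3 SD, cut at about 25% in these data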
Target sequence (P55210 whole entry D23A/D198A/D206A): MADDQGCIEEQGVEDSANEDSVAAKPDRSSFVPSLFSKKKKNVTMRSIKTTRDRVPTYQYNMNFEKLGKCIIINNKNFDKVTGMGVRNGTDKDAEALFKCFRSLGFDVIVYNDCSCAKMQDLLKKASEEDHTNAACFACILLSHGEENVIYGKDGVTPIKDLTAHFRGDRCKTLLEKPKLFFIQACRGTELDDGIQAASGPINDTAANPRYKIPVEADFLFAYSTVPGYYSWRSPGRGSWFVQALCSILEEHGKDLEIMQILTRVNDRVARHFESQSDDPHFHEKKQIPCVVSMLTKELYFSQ
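System: Uncleavable procaspase-7 mutant enzyme; Amount: 2 µM procaspase-7 mutant as dispensed; Schedule: 1 h compound preincubation, 2 h substrate cleavage, 25 °C; Measured by: 405 nm absorbance of p-nitroaniline; Evaluation: percent activation from buffer-corrected 0–120 min absorbance change; Control set: low DMSO alone, high DMSO plus 5 µM PC-7.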
Starred values were filed as active, the others as inactive; ? = inconclusive; · = not tested or not shown. This is a random part of the collection; about 2.9% have a hit in one of these screens.

SMILES	Efflux pump inh	procasp3 activ	PP1 counter	GASC-1 inh	CTSL1 counter	TPT1 inh	PP5 primary	HCV core dimer	procasp7 counter
CC(C)C[C@@H]1CN=C(N)N1C[C@@H]1CCCN1C[C@H](C)N1C[C@@H](Cc2ccccc2)N(CCc2ccc(Cl)c(Cl)c2)C1=N	0.0	-1	·	38	·	·	·	·	10
O=C(c1n[nH]c2ccccc12)N1CCOCC1	0.0	0	-2	2	4	-1	-3.2	-8	3
CCN(CC)CCn1c(OC)cc(=O)[nH]c1=O	-0.1	6	-2	3	1	-1	0.2	-7	-7
C[C@@H](CSc1ccc(Br)cc1)CN1CC[C@H](C(C)(C)C)CCC1=O	-0.2	-1	7	3	·	·	0.0	·	-3
O=C(NCCS(=O)(=O)N1CCCC1)c1ccccc1	0.2	-8	-2	?	-4	1	1.2	-1	5
CCOC(=O)c1ccc(NC(=S)NN2CCOCC2)cc1	-0.8	12	-1	13	1	-7	-0.9	-1	-4
C=CCSc1nc(=O)n2cccc(C)c2n1	-0.1	4	0	13	1	1	-0.7	-1	12
COc1cc(C(CC(=O)N2CCCC2)c2c(OC)cc(OC)c3ccc(=O)oc23)cc(OC)c1OC (stereo unspecified)	-0.1	5	1	4	37*	-8	3.7	4	2
COCc1cc(C)n(CC(=O)N2CCCC2)c(=O)c1C#N	-0.4	-6	4	-4	0	-2	-0.2	1	-4
CC1(C)CC(=O)C(C=NCCCN2CCCC2=O)=C(O)C1	-0.1	-8	-4	2	-2	-4	0.1	-2	9
COc1ccc(Cc2nnc(SCC(=O)Nc3nc(C)cs3)o2)cc1	0.1	-1	5	-27	-3	-4	2.2	-1	1
COc1ccc(-n2ncc3c2CC(C)(C)CC3NC(=O)c2ccoc2C)cc1 (stereo unspecified)	0.1	-5	1	32	0	0	4.1	-4	2
CCOC(=O)C1=C(CS(=O)(=O)c2ccccc2)NC(=O)NC1c1cccc(OC)c1 (stereo unspecified)	-0.1	0	-3	-8	-2	-6	-1.8	7	11
Cc1nc(SCc2ccccc2C#N)n[nH]1	0.0	4	-5	-5	-1	1	0.2	0	-3
Cc1cc(C)c2cc(C#N)c(N3CCCN(C(=O)c4cnccn4)CC3)nc2c1	0.1	-1	-1	-147	1	-1	0.4	-1	-4
Cc1cccc(NC(=S)NC(C)C(c2ccccc2)N2CCN(C)CC2)c1C (stereo unspecified)	0.4	-7	3	14	-3	0	-1.4	4	14
CC(C)N(Cc1ccccc1)C(=S)NCCN1CCOCC1	0.2	1	-2	14	5	4	0.2	7	0
COc1ccc(C(=O)NNC(=O)CCc2ccccc2OC)cc1	0.0	1	-4	0	4	-4	16*	-2	-10
COc1ccc(-n2cccc2C=O)cc1	0.4	5	0	2	1	4	1.3	0	7
Cc1c(-c2ccc(Cl)cc2)[n+](=O)c2c(n1[O-])CCCC2	0.1	-4	-4	-6	5	-3	1.4	4	5
Cc1cc(NC(=O)CSc2nnc(-c3ccncc3)n2N)ccc1Br	-0.1	-10	-2	-1	4	-1	-1.6	1	0
CCOc1ccc(CCNC(=O)Cn2ccc3cc(S(=O)(=O)N4CCCC4)ccc32)cc1	0.0	0	-4	-13	5	-2	-0.8	1	11
CCn1c(=O)cc(SCC(=O)Nc2cccnc2)c2ccccc21	0.0	6	1	2	4	0	4.0	-3	5
COc1ccc(NC(=O)c2sc3cc(C(F)(F)F)cnc3c2-c2cccs2)cc1	0.0	-3	-1	0	-6	2	1.5	4	-11
NS(=O)(=O)c1ccc(NC(=O)CSc2nnc(COc3ccccc3Cl)n2C2CC2)cc1	-0.1	-1	1	0	-1	-5	3.6	7	9
O=C(NC1CCCC1)C(c1cccs1)N(Cc1ccco1)C(=O)Cn1nnc(-c2cccs2)n1 (stereo unspecified)	0.1	11	1	-7	-6	0	3.6	7	-7
COc1ccc(/C=N/N(C)C2=NS(=O)(=O)c3ccccc32)cc1OC	0.1	-5	-5	-12	3	3	0.9	4	-5
Cc1cccc(NC(=O)NNC(=O)c2cc3occc3[nH]2)c1C	-0.2	0	0	-19	0	-1	1.7	-3	2
O=C(NC(Cc1c[nH]c2ccccc12)C(=O)N/N=C/c1ccc(Br)cc1)c1cccs1 (stereo unspecified)	0.0	6	11	5	0	-3	3.0	18	-4
CNC(=O)c1ccccc1S(=O)c1ccccc1C#N (stereo unspecified)	0.0	-1	-1	1	7	0	2.9	2	-7

Full records, looked up by structure. Order of values: Efflux pump inh, procasp3 activ, PP1 counter, GASC-1 inh, CTSL1 counter, TPT1 inh, PP5 primary, HCV core dimer, procasp7 counter
`C=CCSc1nc(=O)n2cccc(C)c2n1` across the screens: -0.1, 4, 0, 13, 1, 1, -0.7, -1, 12
`O=C(NCCS(=O)(=O)N1CCCC1)c1ccccc1` across the screens: 0.2, -8, -2, ?, -4, 1, 1.2, -1, 5

Additional compounds:
SMILES	Efflux pump inh	procasp3 activ	PP1 counter	GASC-1 inh	CTSL1 counter	TPT1 inh	PP5 primary	HCV core dimer	procasp7 counter
COC(=O)Cc1c(C(=O)OC)nnn1-c1ccc(OC)cc1	0.3	4	-6	4	3	-1	-1.6	1	-3
O=C(COc1ccccc1)N=C1SC2CS(=O)(=O)CC2N1CCc1ccccc1 (stereo unspecified)	0.1	2	2	19	-12	-1	-1.6	1	9
CCN(CC)C(=O)CN(Cc1ccccc1)S(=O)(=O)c1ccc(F)cc1	0.1	2	1	-32	0	0	2.4	-5	-2
Cc1nc(Cl)sc1C(=O)Nc1ccccc1Cl	0.0	-6	0	-7	-7	3	0.3	-7	-1
CCN(CC)Cc1c(C(=O)N/N=C/c2cccnc2)nnn1-c1nonc1N	0.1	-6	-3	4	5	-2	-1.0	-3	11
CCCOc1ccc(C(=O)c2nc3c(n2O)CCCC3)cc1	-0.1	-5	2	-6	5	3	4.4	1	-33
Cc1ccc(N(C(=O)c2csnn2)C(C(=O)NC2CCCCC2)c2ccccn2)c(C)c1 (stereo unspecified)	-0.3	1	-1	3	-3	0	0.6	3	-1
O=C(CN1CCOCC1)Nc1nc2ccc([N+](=O)[O-])cc2s1	0.8	-12	1	-1	-1	3	2.3	-10	-22
O=C([C@H](Cc1ccccc1)N1C(=O)c2ccccc2C1=O)N1CCOCC1	-0.2	-8	-3	-4	9	-3	-3.9	-17	8
CC(NC(=O)c1csc2ccccc12)C1CCCO1 (stereo unspecified)	0.2	-2	-3	-14	-1	1	-0.4	1	0
CSCCC(NS(=O)(=O)c1ccccc1F)C(=O)N1CC=C(c2ccccc2)CC1 (stereo unspecified)	0.1	5	2	29	1	-3	4.5	2	3
O=C(NCc1ncc(C(F)(F)F)cc1Cl)Nc1ccccc1	0.0	3	-2	15	-2	2	0.7	3	-6
CSc1cccc(CN2CCC(Oc3cccc(C(=O)N4CCCC4)c3)CC2)c1	0.1	-7	-4	2	2	-1	3.0	5	-2
CN1CCN(C(=O)c2cc(Oc3c(F)c(F)c(F)c(F)c3F)cc(C(=O)N3CCN(C)CC3)c2)CC1	0.1	-1	-5	0	0	2	1.8	0	0
O=C1SCC(c2ccc(Cl)cc2Cl)=NN1Cc1nnc(-c2ccccc2)o1	0.3	5	7	-3	-2	1	2.3	11	15
Cc1ccc(CSc2nc(N)cc(=O)[nH]2)cc1	0.5	-7	6	-18	-5	2	0.7	-2	-9
Nc1nc(CN2CCN(c3ccccc3F)CC2)nc(Nc2ccc3c(c2)OCCO3)n1	-0.3	-1	0	14	7	1	0.2	8	12
O=C(NCCCN1CCOCC1)c1cc2c(s1)CSC2	0.1	-5	-6	11	0	0	6.0	8	1
O=C(NCCCN1CCCC1)c1cccc(N2CCCC2=O)c1	0.1	6	1	-5	-1	4	4.1	-3	0
CCOc1ccccc1N(CC(=O)Nc1cccc2ccccc12)S(C)(=O)=O	-0.1	3	-2	-6	-1	1	-1.2	-1	0
O=C(NCCCCc1ccccc1)C1CC(c2cc(C(F)(F)F)cc(C(F)(F)F)c2)=NO1 (stereo unspecified)	0.1	3	-1	6	0	0	3.1	-5	-8
CCCCC(=O)NC(=O)NC(c1ccccc1)c1ccccc1	0.1	10	6	-4	33*	4	2.5	1	-1
CCCCCc1ccc(-c2cn(Cc3cccc(OC)c3)nn2)cc1	0.0	4	0	-13	-4	0	2.2	6	1
O=C(CNC(=S)NC(=O)c1ccc(Br)o1)c1ccccc1	0.0	2	-1	0	-3	-2	2.1	-15	-5
OC(Cn1cncn1)(Cn1cncn1)c1ccc(F)cc1F	0.1	-4	-1	1	-2	0	-2.3	1	-4
CCOC(=O)c1cc(S(=O)(=O)NCCc2ccccc2)cn1C	0.1	0	-4	-15	-4	4	-0.7	5	-3
COc1ccc(Cl)cc1C(=O)O/N=C(\N)c1ccc(Cl)cc1	6.5*	5	-3	-2	2	0	-0.4	8	11
O=C(N/N=C/c1cccc(Br)c1)c1ccc(Cn2cc(Br)cn2)o1	-20	0	2	1	5	1	2.5	5	-16
Cc1cccc(OCC(=O)NCC(=O)N/N=C/c2cccs2)c1	0.2	1	-2	-13	-7	1	1.6	-18	-5
CC1=NNC(=O)C1CCC(=O)N/N=C/c1ccccc1 (stereo unspecified)	0.1	3	-5	-3	4	3	-0.1	0	4
O=C(COc1ccc(Br)cc1)c1ccc2c(c1)CCCC2	0.1	-10	-7	-19	5	5	0.5	10	4
Cc1occc1C(=O)N1CCN(Cc2ccccc2)CC1	-0.2	5	1	-10	-2	-3	0.7	2	-4
CN(C)S(=O)(=O)c1ccc(C(=O)OCC(=O)Nc2ccccc2OC(F)F)cc1	-0.1	-6	10	-5	-5	-1	2.0	-1	8
COCCOc1ccc(C(F)(F)F)cc1NC(=O)c1ccc(F)cc1	0.0	-3	-8	-3	5	0	1.8	-7	-9
COC(=O)c1ccc2c(=O)n(CCCCCC(=O)O)c(=O)[nH]c2c1	-0.1	3	0	3	-5	-3	-0.5	-10	-4
COc1ccc(NC(=O)CC2C(=O)N(c3ccccc3)C(=O)N2CCc2cccs2)cc1 (stereo unspecified)	0.2	1	5	2	0	-1	1.9	2	-1
O=C(CSc1nnc(Nc2ccccc2F)s1)NC1CC1	0.0	5	-3	1	·	·	0.4	·	7
CCN1C(=O)[C@H]2[C@@H](c3ccc(Cl)cc3)N3C(=O)CN(CCOC)C(=O)[C@@]3(C)[C@H]2C1=O	0.1	-1	-2	-2	-6	-2	1.2	-4	-3
CCOC(=O)CCNC(=O)N1CCCC(C(=O)c2cc(C)c(OC)c(C)c2)C1 (stereo unspecified)	0.0	4	-1	-14	3	-2	-0.6	7	5
COC(=O)CNC(=O)COc1ccccc1	0.0	4	-3	-8	-4	2	-1.0	0	3

Screening data: PubChem BioAssay, several laboratories
